HePTP inh: inhibitors of human HePTP phosphatase. AID 521. 110,000 tested, 0.64% active. inhibition, % at 20 µM. P35236. recombinant HePTP phosphatase activity, OD absorbance; in the data active = inhibition above about 50%;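 note: plate controls were vehicle for no effect and reference inhibitor for full effect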
Target sequence (P35236 whole entry, looked up): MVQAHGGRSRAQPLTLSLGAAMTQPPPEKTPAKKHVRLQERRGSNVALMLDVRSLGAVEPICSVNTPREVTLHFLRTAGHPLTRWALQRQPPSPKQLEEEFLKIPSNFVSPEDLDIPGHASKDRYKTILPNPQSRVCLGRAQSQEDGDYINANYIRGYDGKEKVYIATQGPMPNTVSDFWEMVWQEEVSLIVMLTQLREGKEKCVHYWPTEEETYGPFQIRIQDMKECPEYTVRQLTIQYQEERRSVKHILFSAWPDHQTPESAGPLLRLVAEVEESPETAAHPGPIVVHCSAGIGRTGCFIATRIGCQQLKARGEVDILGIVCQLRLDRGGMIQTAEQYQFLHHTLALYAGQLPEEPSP
BAP1 inh: blocks human BAP1 ubiquitin-AMC hydrolysis; Q92560; recombinant BAP1, Ub-AMC hydrolysis fluorescence kinetic; hits give low values; activity remaining (% of control), % at 20 µM; 72,000 tested, 0.48% active; AID 436;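 active = activity remaining at or below 50% of control, provided the compound also passes the data quality filters; inactive = the rest, including low values that fail the filters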;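 note: 100% = DMSO wells rate and 0% = substrate alone blank rate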
An asterisk follows results filed as active; · = no result given; & = joins results of further samples.

1. CC1(N2CCOCC2)CC2(O)C(=[N+]1[O-])CCc1nonc12 (stereo not drawn)
2. Cc1ccc(C)c(-n2nnnc2Sc2nnnn2-c2ccccc2)c1
3. COC(=O)CSc1nnc(-c2ccccc2OC)o1
4. COC(=O)C1=C(C)NC2=C(C(=O)CC(c3ccccc3)C2)C1c1ccc(Cl)cc1 (stereo not drawn)
5. COc1cc(C(=O)NCC2CCCO2)ccc1OCc1c(C)noc1C (stereo not drawn)
6. CC(C)Oc1ccccc1NC(=O)CSc1nnc(-c2cccc(F)c2)n1-c1ccccc1

Screen / compound no.,1,2,3,4,5,6
HePTP inh,6,14,-7,-12,-8,0
BAP1 inh,93,82,114,·,·,·

7. CCCCOC(=O)NS(=O)(=O)c1sc(CC(C)C)cc1-c1ccc(Cn2c(CC)nc3c(C)cc(C)nc32)cc1
8. COc1cc(/C=C2/SC(=Nc3ccccc3Cl)NC2=O)ccc1OC(=O)c1ccccc1
9. CC(C)(C)N1C(=O)c2ccc(C(=O)Nc3cccc(C(=O)O)c3)cc2C1=O
10. CCCCOc1ccc(CSC2=NCCN2)cc1[N+](=O)[O-]
11. O=C1/C(=c2\sc3nc4ccccc4n3c2=O)c2ccccc2N1Cc1ccccc1
12. CCOc1ccc(-c2nnn(CC(=O)c3ccc4c(c3)OCCO4)n2)cc1OCC

Screen / compound no.,7,8,9,10,11,12
HePTP inh,·,-14,3,·,-10,0
BAP1 inh,58,·,·,232,·,82

13. CCOc1ccccc1C1C(C(=O)OC)=CN(C)C=C1C(=O)OC
14. O=C(CSc1nnc(Cc2ccccc2)n1Cc1ccco1)NC12CC3CC(CC(C3)C1)C2
15. Cn1c(=O)oc2cc(S(=O)(=O)NCC3CCCO3)ccc21 (stereo not drawn)
16. O=C(c1ccccc1Cl)N1CCN(c2ccc(F)cc2)CC1
17. Cc1cc(=O)oc(C)c1C(=O)NCc1c(F)cc(F)cc1F
18. Cc1nn(C/C(C#N)=N\O)c(C)[n+]1N

Screen / compound no.,13,14,15,16,17,18
HePTP inh,8,3,·,·,-12,4
BAP1 inh,·,153,98,62,85,114

19. CCOc1ccc2nc(NC(=O)c3ccc(S(=O)(=O)N4CCc5ccccc5C4)cc3)sc2c1
20. O=C(N/C(=C\c1cccnc1)C(=O)N1CCOCC1)c1cccc(Br)c1
21. COc1cc2ccccc2cc1C(=O)Nc1nnc(-c2ccc(F)cc2)s1
22. COc1ccc(OC)c(C2C(C(=O)/C=C/c3ccccc3)=C(O)C(=O)N2CCCCCC(=O)O)c1 (stereo not drawn)
23. CCn1c(CC(=O)Nc2ccc(C)cc2)nnc1SCC(=O)NCc1ccccc1
24. COc1cc(C(=O)N2c3ccc(C)cc3-c3c(ssc3=S)C2(C)C)cc(OC)c1OC

Screen / compound no.,19,20,21,22,23,24
HePTP inh,·,-17,·,78*,4,-4
BAP1 inh,133,·,129,·,82,·

25. COc1ccccc1C(CCN(Cc1cccs1)C(C)=O)c1ccco1 (stereo not drawn)
26. Cc1[nH]nc(N=CC2=C(O)CC(C)(C)CC2=O)c1-c1ccc(Cl)cc1
27. COc1ccc(S(=O)(=O)NCCC(=O)NCc2ccccc2)cc1
28. c1ccc(Oc2cccc(CSc3nnnn3-c3ccccc3)c2)cc1
29. CN(C)C(=O)c1c(-c2ccccc2)oc2ccc(O)cc12
30. CCOC(=O)c1cccc(-c2ccc(/C=C3\Sc4ccccc4C3=O)o2)c1

Screen / compound no.,25,26,27,28,29,30
HePTP inh,8,-8,3,4,-4,-16
BAP1 inh,·,86,108,·,·,·

31. O=C(CSc1nc2ccccc2s1)OCc1ccc([N+](=O)[O-])cc1
32. COc1ccc(S(=O)(=O)NCCc2csc(C)n2)cc1C
33. CCCN1C(=O)c2ccccc2NC1c1ccc(OC)c(CSc2ccccn2)c1 (stereo not drawn)
34. Cn1ncc(N=Cc2ccc([N+](=O)[O-])cc2)c1C(=O)N1CCOCC1
35. O=C(NCCc1ccccc1)C1CCCN(S(=O)(=O)c2cccnc2)C1 (stereo not drawn)
36. COc1ccc(OC)c(NC(=O)Cc2coc3ccc(C)cc23)c1

Screen / compound no.,31,32,33,34,35,36
HePTP inh,-4,7,-9,·,8,13
BAP1 inh,·,103,·,50,95,68

37. CCc1ccc(N2C(=O)NC(=O)/C(=C\c3ccc(Oc4ccc([N+](=O)[O-])cn4)cc3)C2=O)cc1
38. COc1ccc(C(=S)N(C)C)cc1OC
39. O=C(COc1ccccc1)n1nc(-c2ccc(Cl)cc2)nc1NCc1ccco1
40. O=C(NCCOc1ccccc1)c1cc2ccccc2o1
41. C=CCSc1nc(C)c(CC(=O)OCC(C)C)c(=O)[nH]1
42. COc1ccccc1OCC(=O)Nc1ccc(S(=O)(=O)N2CCCCCC2)cc1

Screen / compound no.,37,38,39,40,41,42
HePTP inh,-1,8,11,8,4,-10
BAP1 inh,·,99,54,125,93,52

43. COc1cc(/C=N\NC(=O)c2ccc(Br)cc2)cc(I)c1O
44. COc1ccc(NC(=O)c2ccc(I)cc2)c(OC)c1
45. Cc1ccc(Br)cc1S(=O)(=O)N1CCN(C(c2ccccc2)c2ccccc2)CC1
46. O=C1S/C(=C\c2cccc(Cl)c2Cl)C(=O)N1c1ccccc1
47. CCc1ccccc1NC(=O)CN(C)Cc1nc(N)nc(Nc2ccccc2C)n1
48. COc1ccc(OC)c(Nc2nc(-c3sc(C)nc3C)cs2)c1

Screen / compound no.,43,44,45,46,47,48
HePTP inh,-9,1,-7,-13,·,-4
BAP1 inh,·,·,·,·,126,95

49. CC[N+](CC)(CC)CCOc1cccc(OCC[N+](CC)(CC)CC)c1OCC[N+](CC)(CC)CC
50. CC(C)OC(=O)c1nn2c(C(F)(F)F)cc(-c3ccc(Br)o3)nc2c1Br
51. CCOC(=O)c1c(NC(=S)Nc2ccc(C)cc2)sc2c1CCN(Cc1ccccc1)C2
52. CCC(=O)Oc1ccc2ccc(=O)oc2c1
53. Cc1cccc(OCC(=O)OCC(=O)c2c(N)n(C)c(=O)n(C)c2=O)c1
54. O=C(OCc1nc2ccccc2s1)c1cnccn1

Screen / compound no.,49,50,51,52,53,54
HePTP inh,·,8,11,-3,5,-3
BAP1 inh,102,51,·,·,100,65

55. Cc1ccc(S(=O)(=O)N(CCc2ccccc2)CC(=O)NCc2ccco2)cc1
56. Cc1ccc(C(=O)Nc2ccc(I)cc2)cc1S(=O)(=O)N1CCOCC1
57. C/C(=N\n1nnnc1Nc1ccccc1)c1ccc(N)cc1
58. CCOC(=O)CNC(=O)CCCOc1ccc(Cl)cc1Cl
59. O=C(OCC(=O)N1CCCC1)c1cccs1
60. C=CCn1c(NC(=O)c2ccc(Br)o2)c(C(=O)OCC)sc1=S

Screen / compound no.,55,56,57,58,59,60
HePTP inh,2,·,11,5,6,11
BAP1 inh,·,115,102,·,116,82

61. CC(=O)C1=C(O)C(=O)N(CCN(C)C)C1c1cccc(F)c1 (stereo not drawn)
62. O=C(O)c1cc(Cl)c(Cl)cc1C(=O)N1CCCC1
63. CCn1c(=N)n(CC(O)c2ccco2)c2ccccc21 (stereo not drawn)
64. CCOC(=O)c1oc2ccccc2c1NC(=O)COc1cccc(OC)c1
65. Cc1ccnc(N2CCC(C(=O)Nc3ccc(Oc4ccccc4)cc3)CC2)n1
66. C/C(=N\N1CCN(Cc2ccc(Cl)cc2)CC1)c1ccc(O)cc1

Screen / compound no.,61,62,63,64,65,66
HePTP inh,-1,-7,5,-13,8,-6
BAP1 inh,·,94,92,105,98,·

67. CC(=O)Oc1cc2oc(=O)c3c(c2cc1Cl)CCC3
68. CC(=NC(C)C)C1=C(O)CCC1=O
69. C/C(=N\N=C1\NC(=O)C(CC(=O)Nc2cc(Cl)ccc2Cl)S1)C(C)C (stereo not drawn)
70. Cc1cc(Br)ccc1NC(=O)c1ccc(NC(=O)C(C)(C)C)cc1
71. O=c1c(C(c2ccccc2)c2ccccc2)c(O)nc2n1CCCS2
72. CN(C(=O)c1cccc(N2C(=O)C3CC=CCC3C2=O)c1)C1CCCCC1 (stereo not drawn)

Screen / compound no.,67,68,69,70,71,72
HePTP inh,8,4,2,6,-3,3
BAP1 inh,·,104,·,·,·,87

73. c1ccc(-c2nc3cc(Oc4ccc5oc(-c6ccccn6)nc5c4)ccc3o2)nc1
74. Cc1ccc(C(=O)Nc2nnc(C(C)(C)C)s2)cc1
75. NCCNc1ccc(C(F)(F)F)cc1[N+](=O)[O-]
76. O=C(O)C1CCCN1S(=O)(=O)c1cc(Cl)ccc1Cl (stereo not drawn)
77. O=C(Nc1ccc(Cl)cn1)c1cc2ccccc2o1
78. N/C(=N\c1nc2ccccc2s1)NC(=O)c1ccccc1

Screen / compound no.,73,74,75,76,77,78
HePTP inh,3,·,-8,-2,6&1,-6
BAP1 inh,69,131,·,96,104,·

79. CCOC(=O)c1cnc(-n2nc(C)cc2C)nc1NCc1ccccc1
80. COc1cccc(-c2nc(CS(=O)CC(=O)NCc3ccccc3)c(C)o2)c1 (stereo not drawn)
81. CCOc1ccc(C(=O)Nc2cccc3nsnc23)cc1Br
82. COc1ccc(OCCOCCN2CCC(C)CC2)cc1
83. CCc1nc(C)cc2cc(OC)c(OC)cc12
84. COC(=O)c1ccc(CSc2nnc3ccccn23)o1

Screen / compound no.,79,80,81,82,83,84
HePTP inh,-9,2,7,-6,·,13
BAP1 inh,50,90,·,·,63,102

85. O=C(Oc1ccccc1)c1ccc(COC(=O)c2cnccn2)cc1
86. O=C(N/N=C\c1ccc(Cl)cc1Cl)c1cncc(Br)c1
87. CC(OC(=O)c1cccs1)C(=O)NCC1CCCO1 (stereo not drawn)
88. CC1(C)Cc2nc3n[nH]c(N)c3cc2CO1
89. Cn1c(N)c(C(=O)COC(=O)Cn2cc(C(F)(F)F)ccc2=O)c(=O)n(C)c1=O
90. O=C(CCC(=O)Nc1ccccc1)N/N=C/c1ccncc1

Screen / compound no.,85,86,87,88,89,90
HePTP inh,0,10,-12,-2,7,-5
BAP1 inh,156,·,101,94,123,·

Taken from the results shown, 19 compounds:
70. Cc1cc(Br)ccc1NC(=O)c1ccc(NC(=O)C(C)(C)C)cc1
71. O=c1c(C(c2ccccc2)c2ccccc2)c(O)nc2n1CCCS2
72. CN(C(=O)c1cccc(N2C(=O)C3CC=CCC3C2=O)c1)C1CCCCC1 (stereo not drawn)
73. c1ccc(-c2nc3cc(Oc4ccc5oc(-c6ccccn6)nc5c4)ccc3o2)nc1
74. Cc1ccc(C(=O)Nc2nnc(C(C)(C)C)s2)cc1
75. NCCNc1ccc(C(F)(F)F)cc1[N+](=O)[O-]
76. O=C(O)C1CCCN1S(=O)(=O)c1cc(Cl)ccc1Cl (stereo not drawn)
77. O=C(Nc1ccc(Cl)cn1)c1cc2ccccc2o1

Screen / compound no.,70,71,72,73,74,75,76,77
HePTP inh,6,-3,3,3,·,-8,-2,6&1
BAP1 inh,·,·,87,69,131,·,96,104

78. N/C(=N\c1nc2ccccc2s1)NC(=O)c1ccccc1
79. CCOC(=O)c1cnc(-n2nc(C)cc2C)nc1NCc1ccccc1
80. COc1cccc(-c2nc(CS(=O)CC(=O)NCc3ccccc3)c(C)o2)c1 (stereo not drawn)
81. CCOc1ccc(C(=O)Nc2cccc3nsnc23)cc1Br
82. COc1ccc(OCCOCCN2CCC(C)CC2)cc1
83. CCc1nc(C)cc2cc(OC)c(OC)cc12
84. COC(=O)c1ccc(CSc2nnc3ccccn23)o1
85. O=C(Oc1ccccc1)c1ccc(COC(=O)c2cnccn2)cc1

Screen / compound no.,78,79,80,81,82,83,84,85
HePTP inh,-6,-9,2,7,-6,·,13,0
BAP1 inh,·,50,90,·,·,63,102,156

86. O=C(N/N=C\c1ccc(Cl)cc1Cl)c1cncc(Br)c1
87. CC(OC(=O)c1cccs1)C(=O)NCC1CCCO1 (stereo not drawn)
88. CC1(C)Cc2nc3n[nH]c(N)c3cc2CO1

Screen / compound no.,86,87,88
HePTP inh,10,-12,-2
BAP1 inh,·,101,94

(more compounds)
91. CC(C)CCn1c(SCC(N)=O)nc2c1c(=O)n(C)c(=O)n2C
92. CN1CCN(CC(C)(C)NS(=O)(=O)c2ccc(Cl)cc2)CC1
93. Cc1ccc(S(=O)(=O)NC(=NCC(=O)O)c2ccccc2)cc1
94. O=C(O)CCN(CCC(=O)O)c1nnc(SCc2ccccc2)s1
95. CCn1c(C)c2c(C)nnc(C)c2c1C
96. CC(=O)c1c(C)[nH]c(C(=O)OC2CCOC2=O)c1C (stereo not drawn)

Screen / compound no.,91,92,93,94,95,96
HePTP inh,6,3,0,0,1,7
BAP1 inh,97,101,91,108,·,125

97. CCOC(=O)c1cccc(NC(=O)CSc2nnc(-c3ccncc3)n2CCCOC)c1
98. COc1ccc(N(C)C(=O)CCC(=O)Nc2ccc3nc(N4CCOCC4)cc(C)c3c2)c(OC)c1
99. CCOc1ccccc1N1C(=O)c2ccc(C(=O)Nc3cccnc3)cc2C1=O
100. CC1CCCN(C(=O)Cc2ccc(Br)cc2)C1 (stereo not drawn)
101. CCCN(CCC)C(=O)c1ccc2c(c1)N(Cc1ccccc1)C(=O)CS2=O (stereo not drawn)

Screen / compound no.,97,98,99,100,101
HePTP inh,6,7,18,2,-2
BAP1 inh,69,·,83,·,95

Source: PubChem
